p53ts 32C tox: qHTS Screen for Compounds that Selectively Target Cancer Cells with p53 Mutations: Cytotoxicity of p53ts Cells at the Permissive Temperature; H1299-p53A138V at 32C, ATP luminescence viability, 24 h; Potency, µM (doses to about 46.1 µM), for the others: at the top dose activity change, negative = cytotoxicity, hits mostly cytotoxic; 0.93% of 130,000 active; AID 924, 2007;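 further: 0% = DMSO and -100% = full killing by reference compound; nearly all actives have a fitted effect of over 55% in size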
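ATP-content luminescence (ATPlite) read-out after 24 h compound exposure at 32C in H1299-p53A138V cells (600/well). Tested up to 46 uM. Normalized to DMSO (0%) and 100 uM tamoxifen (100% killing); Hill-fit AC50.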
p53ts 39C kill: qHTS Screen for Compounds that Selectively Target Cancer Cells with p53 Mutations: Cytotoxicity of p53ts Cells at the Nonpermissive Temperature; H1299-p53A138V viability at 39C, ATP luminescence, 24 h; Potency, µM (highest dose often 46.1 µM), without a hit: at the highest dose activity change, negative = cell killing, hits mostly cytotoxic; 1.5% of 130,000 active; further: nearly all actives have a fitted effect of over 55% in size
Imprint erasure: qHTS Assay for Compounds that Induce Erasure of Genomic Imprints | mouse ES Peg3-LacZ reporter, beta-gal luminescence, 40 h | Potency, µM (doses to about 60.7 µM), for inactives: top-dose activity change, positive = activation, most hits filed as activators | 0.02% of 110,000 active;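 further: 0% = negative control wells on the plate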
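Readout: BetaGlo luminescence (5 min, room temp) for LacZ from the normally silent maternal Peg3 allele in female Peg3LacZ-Neo ES cells. Cells 300/well, 40 h, 37C, 5% CO2. Data normalized per plate to negative controls.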
IkB sig inh: IkB Signaling | ABC-DLBCL IkBa-CBG/CBR dual luciferase ratio, 4 h; response scale: scaled: untreated 0%, proteasome inhibitor 100% | Potency, µM (top dose mostly 57.1 µM), inactives show top-dose IkBa stabilization activation | 0.04% of 110,000 active; active means well fitted curve in the direction sought with a large enough effect in the signal ratio, not every such curve was filed as active; inconclusive means small, poorly fitted or top-dose-only effect, or a change in a side signal; the % refers to the signal ratio;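 further: the direction sought is a rising ratio; 0% = basal untreated cells and 100% = reference inhibitor full response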
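Curves were fitted separately to fusion (green), unfused (red) and ratio luminescence, then classed by r2, magnitude and activity. Cells: OCI-Ly3, 4 h compound plus doxycycline at 37C; 10 uM MG-132 defined full response.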
Active calls of the source: *; ? = inconclusive; / = not tested or not shown; [ ] = dose if it differs, or a comment. Unless noted, the call rests on the fitted dose curve; in most records, active means well fitted curve in the direction sought with a large enough effect; inconclusive means small, poorly fitted or top-dose-only effect, or another doubt; inactive means no such curve, though single readings can be large; an effect the other way counts as inactive or inconclusive. Unless noted, on the % scale 0 is the no-effect control and ±100 the full control effect; potency means the concentration at half of the fitted maximal effect. Not a hit list; 1.8% or so of the library scored in one or more.

SMILES | p53ts 32C tox | p53ts 39C kill | Imprint erasure | IkB sig inh
CN(C)S(=O)(=O)c1ccc2c(c1)N(CC(=O)N1CCCCC1)CCS2 | 4% | -17% | -3%[10.9 µM] | -0.2%
N#Cc1cn(-c2ccccc2)nc1-c1ccc2c(c1)OCCO2 | -12% | -1% | 17% | -1.9%
CCCCn1nc(C(=O)NC2=NCCS2)c2ccccc2c1=O | 6% | -17% | ? | -0.9%
Cc1c(Cl)cccc1Nc1sc(C(=O)c2ccccc2)c(N)c1S(=O)(=O)c1ccccc1 | 11% | -7% | -10%[10.9 µM] | -0.2%
O=C(NCCc1ccc(Cl)cc1)C(=O)NCC(c1ccco1)S(=O)(=O)c1ccc(Cl)cc1 (configuration not stated) | 9% | -29% | -12%[10.9 µM] | 0.5%
CCCN(CCC)C(=O)C(Cc1ccccc1)NS(=O)(=O)c1ccc2c(c1)c(=O)n(C)c(=O)n2C (configuration not stated) | 2% | -1% | -6%[10.9 µM] | 0.4%
CCOc1ccc(CCNC(=O)CCCc2nnc3n(CC)c(=O)c4sccc4n23)cc1OCC | 7% | -22% | 3%[10.9 µM] | 1.4%
CC1CCN(C(=O)CN2C(=O)C(C)(C)Oc3ccc(C(=O)NC4CCCC4)cc32)CC1 | -4% | 0% | -5% | ?
CCCCN1CSC(=S)N(Cc2ccccc2)C1 | -7%[9.22 µM] | -1%[9.22 µM] | -10%[10.9 µM] | -0.6%[11.4 µM]
COCCCNC(=O)C1CCCN(C(=O)c2cnn(-c3ccc(F)cc3)c2-n2cccc2)C1 (configuration not stated) | 3% | -10% | -9%[10.9 µM] | 1.3%
COc1cccc(-c2cncnc2NCCN2CCOCC2)c1 | 11% | ? | -11% | 0.7%[11.4 µM]
O=C(NCc1ccco1)C(c1ccccc1)N(Cc1cccnc1)C(=O)Cn1nnc2ccccc21 (configuration not stated) | 8% | 3% | 5% | -0.4%
CCc1cccc(-n2c(=O)c3cccnc3n2CC(=O)NCc2ccccc2)c1 | 14% | -2% | -5%[10.9 µM] | 5.8%
CN1CCN(S(=O)(=O)c2ccc(N(C)CC(=O)Nc3ccc(F)cc3)nc2)CC1 | 7% | 19% | -11% | 0.8%
CCn1cc(CNC(=O)c2cc(Cl)ccc2OC)c(C)n1 | 3% | 5% | -5% | 0.3%
COC(=O)C1=C(C)NC2=C(C(=O)CC(C)(C)C2)C1c1cccc(C)n1 (configuration not stated) | 1% | 11% | 12% | -1.3%
CC(C(=O)NCc1cccnc1)N1C(=O)c2ccccc2C1=O (configuration not stated) | -1% | 66%[activator] | 14% | 0.1%
CCC1=C(OC(=O)N(CC)CC)N2C(=O)OC(=NCCOC)[C@]2(C)[C@H]2C1=CC[C@H]1C(=O)N(CC(=O)OC)C(=O)[C@H]12 | 6% | -10% | ? | /
O=C(c1ccc([N+](=O)[O-])cc1)N1CCN(c2ccc(Nc3ccccc3)nn2)CC1 | -14% | 6% | -5%[10.9 µM] | ?
Cc1ccc(S(=O)(=O)N2CCC(C(=O)N3Cc4ccccc4C3)CC2)cc1 | -8% | -9% | -10% | 1.7%
CCCc1nc2oc(C(=O)OCC)c(N)c2c2c1COC(C)(C)C2 | 4% | 2% | -6% | -1.2%
O=c1c(-c2cccc(Cl)c2)nc2cncnc2n1-c1ccccc1 | 10% | 9% | 6% | 1.2%[11.4 µM]
C=CCn1c(SCC(=O)Nc2cccc(C(=O)OC)c2)nnc1C(C)NC(=O)c1cccs1 (configuration not stated) | 10% | -3% | 4% | ?
CCOc1ccc(N(C(C)C(=O)Nc2cc(Cl)ccc2OC)S(C)(=O)=O)cc1 (configuration not stated) | 19% | 8% | -26%[10.9 µM] | ?
Cc1cc(-c2ccc(C)c(S(=O)(=O)N3CCOc4ccc(Cl)cc43)c2)on1 | 1% | -6% | -17%[10.9 µM] | 7.5%
CCc1ncc(C(=O)c2ccc(OC)cc2)n1C | -7% | 5% | 10% | -1.8%
CN(Cc1ccccc1)C(=O)Nc1ccc2c(c1)N(C)C(=O)c1ccccc1S2 | ? | 13µM* | -17%[10.9 µM] | -4.2%
Cn1c(=O)c2c(nc(N3CCCCC3)n2CCSc2nc3ccccc3o2)n(C)c1=O | 1% | -1% | -9% | 3.7%
CC(Cc1cccs1)NC(=O)NC1CCCCC1 (configuration not stated) | -16% | -9% | -18% | 2.6%
CCN(C(=O)COc1ncnc2scc(-c3ccc(F)cc3)c12)C1CCS(=O)(=O)C1 (configuration not stated) | 7% | -1% | -6% | 0.7%
CCNC(=O)[C@@H]1O[C@@H](n2cnc3c(N)nc(NCCc4ccc(CCC(=O)O)cc4)nc32)[C@H](O)[C@@H]1O | 13% | 11% | / | ?
Cc1nc2ccc(S(=O)(=O)NCC(=O)NCc3ccc(Cl)cc3)cc2s1 | -4% | -16% | ? | 1.5%
O=C(c1ccco1)N1CCN(c2ncnc3c2cnn3-c2ccccc2)CC1 | -6% | -3% | -5% | 0.8%
COC(=O)CN(c1ccccc1)S(=O)(=O)c1ccccc1 | 1% | -7% | -5% | 1.6%
CCOC(=O)c1c(NC(C)=O)c2c3c(sc2n1Cc1nc(-c2ccccc2Cl)oc1C)CCCC3 | 10% | -19% | -9%[10.9 µM] | 0.4%
CC(=O)N1CCC2(CC1)CN(Cc1cc(C(F)(F)F)cc(C(F)(F)F)c1)C2 | 9% | 6% | / | -1.9%[11.4 µM]
Cc1cc(NC(=O)c2cnn(-c3ccccc3)c2-n2cccc2)ccc1Br | -18% | -22% | 25%[10.9 µM] | -1.1%
Cc1c2cnn(CC(=O)N3CCCCC3)c(=O)c2c(C)n1Cc1ccc(F)cc1 | -6% | 3% | -10%[10.9 µM] | 2.3%
O=C(COC(=O)c1cc2c(s1)CCCC2)Nc1ccc(Cl)cn1 | 22% | 2% | / | /
COc1cc(NC(=O)Cn2c(=O)ccc3cc(S(=O)(=O)N4CCCC4)ccc32)cc(OC)c1 | -3% | -7% | -10%[10.9 µM] | ?
COC(=O)c1[nH]c2cccc(OC)c2c1NC(=O)CCN1CCC(C)CC1 | 5% | 6% | -8% | 0.2%
Cc1ccc(C)c(NC(=O)Cn2cc(C(=O)c3ccc(Cl)cc3)c(=O)c3ccc(C)nc32)c1 | -2% | 15% | -4%[10.9 µM] | 0.9%
COc1cccc(CNc2ccc3c(c2)ncn3C)c1OC | -13% | -11% | -16%[10.9 µM] | -1.1%
Cc1cc(C)cc(C(=O)Nc2ccc(-c3nc4ncccc4o3)cc2)c1 | -22% | 10µM* | -6%[10.9 µM] | ?
COc1ccccc1CNc1ncnc2ccc(-c3ccoc3)cc12 | 12% | -12% | -13% | 0.3%[11.4 µM]
COc1ccc(NC(=O)c2nnn(-c3ccc(C(C)C)cc3)c2C)c(OC)c1 | 4% | -11% | -12%[10.9 µM] | 0.3%
O=c1[nH]c2ccsc2c(=O)n1-c1ccc(F)c(Cl)c1 | -5% | 1% | -5% | -0.1%
CN(CC(=O)N1CCc2ccccc21)S(=O)(=O)c1ccc(Br)s1 | -17% | -14% | -10% | 5.3%
Cc1nnc(N2CCN(C(=O)Nc3cc(F)ccc3F)CC2)c2nn(-c3ccc(Cl)cc3)c(C)c12 | ? | 13µM* | -10%[10.9 µM] | -5.1%
CCc1ccc(NC(=O)N(C2CCC(C)CC2)C2CCN(C(C)=O)CC2)cc1 (configuration not stated) | -4% | -10% | -8% | 1.1%
CCCn1nnnc1SCC(=O)NCc1ccc(OC)cc1 | -4% | 13% | -4% | -0.1%
CCOC(=O)N1CCN(C(=O)COc2ccccc2Cl)CC1 | 11% | -1% | / | /
CCOC(=O)c1[nH]c2c(c1Cc1ccccc1OC)C(=O)CC(c1ccc(OC)cc1)C2 (configuration not stated) | 25% | -8% | -8%[10.9 µM] | ?
CCc1nnc(NC(=O)c2nc(S(=O)(=O)Cc3cccc(C)c3)ncc2Cl)s1 | ? | 5µM* | -25%[10.9 µM] | 5.0%
COc1ccc(Oc2ncc3nc(-c4cccs4)c(=O)n(-c4ccccc4)c3n2)cc1 | 2% | 5% | / | -1.1%[11.4 µM]
CCCN(CCC)CCNC(=O)Cn1cc2c(n1)-c1c(oc(C(=O)N3CCCC3)c1C)CC2 | -2% | 10% | -11%[10.9 µM] | -1.4%
COc1ccc(N(CC(=O)NCCc2ccc(C)cc2)S(=O)(=O)c2c(C)nn(C)c2C)cc1 | 11% | 12% | -14%[10.9 µM] | -0.9%
CCOc1ccc(NC(=O)CCc2c(C)nc3cc(-c4ccccc4OC)nn3c2C)cc1 | -11% | ? | -7%[10.9 µM] | ?
Cn1ccc2cc(S(=O)(=O)N3CCN(C(=O)Nc4cccc(F)c4)CC3)ccc21 | 3% | -3% | -2%[10.9 µM] | -1.6%
Nc1nc(SCC(=O)N2CCCc3ccccc32)n(-c2ccccc2)n1 | 3% | 1% | -3% | 1.7%

Arranged by the number under IkB sig inh (lowest first): three of the compounds above.
| structure | IkB sig inh |
| --- | --- |
| COc1cccc(CNc2ccc3c(c2)ncn3C)c1OC | -1.1% |
| CCc1ccc(NC(=O)N(C2CCC(C)CC2)C2CCN(C(C)=O)CC2)cc1 (configuration not stated) | 1.1% |
| CCc1nnc(NC(=O)c2nc(S(=O)(=O)Cc3cccc(C)c3)ncc2Cl)s1 | 5.0% |

More entries
SMILES | p53ts 32C tox | p53ts 39C kill | Imprint erasure | IkB sig inh
CCOC(=O)C1=C(C)NC(C)=C(C(=O)OCC)C1C(=O)OCC(=O)N1CCC(C)CC1 | 8% | -4% | 1% | -2.0%
COc1ccccc1-c1cncnc1NCCc1cnc[nH]1 | 5% | 6% | 9% | -3.0%[11.4 µM]
O=C(O)c1cccc(C(=O)Nc2cccc(NC(=O)C3CCCO3)c2)c1 (configuration not stated) | -10% | 5% | -90%[inhibitor] | ?
COc1ccc(C)cc1S(=O)(=O)Nc1ccc(F)c(Cl)c1 | 6% | 4% | -13% | ?
Cn1c(=O)[nH]c(=O)c2c1nc(N1CCN(Cc3ccccc3)CC1)n2CCCc1ccccc1 | -4% | -22% | -8% | ?
O=S(=O)(c1cccc(-c2nnc(SCc3nc4ccccc4s3)o2)c1)N1CCOCC1 | -1% | -15% | -27% | ?
O=C(CN(CC1CCCO1)C(=O)CNS(=O)(=O)c1ccccc1)NCc1ccccc1 (configuration not stated) | -4% | -9% | -2% | 0.3%
COc1cccc(-n2c(COc3ccc(C)cc3)nnc2SCC(=O)O)c1 | 8% | 4% | 8% | 0.6%
CC12C=CC3(O1)C(C(=O)N(c1cccnc1)C3C(=O)NC1CCCCC1)C2C(=O)Nc1ccccc1 (configuration not stated) | -2% | 0% | -7% | 0.9%
COc1ccc(-c2nc3cnc(Nc4cccc(OC)c4)nc3n(Cc3cccs3)c2=O)cc1 | ? | ? | -1% | -3.0%[11.4 µM]
O=C(CC1(O)C(=O)Nc2cc(Cl)cc(Cl)c21)c1ccncc1 (configuration not stated) | ? | ? | -26% | 0.4%
O=S(=O)(c1ccc2ccccc2c1)N1CCC(c2nc(-c3ccncc3)no2)CC1 | -10% | -5% | / | /
CC(C)CNC(=S)N1CCC(NC(=O)C23CC4CC(CC(C4)C2)C3)CC1 | 3% | 15% | / | /
CC(=O)Nc1nonc1-c1nc2ccccc2n1CCC#N | -10% | -8% | / | 8.4%
Cc1cc(C)cc(N(CC(=O)NCc2cccnc2)S(C)(=O)=O)c1 | -3% | 13% | -4% | 0.2%

Five of these compounds in a different format.
The line under a structure holds: p53ts 32C tox, p53ts 39C kill, Imprint erasure, IkB sig inh
> CCCc1nc2oc(C(=O)OCC)c(N)c2c2c1COC(C)(C)C2
  4%, 2%, -6%, -1.2%
> CN(Cc1ccccc1)C(=O)Nc1ccc2c(c1)N(C)C(=O)c1ccccc1S2
  ?, 13µM*, -17%[10.9 µM], -4.2%
> Cc1cc(C)cc(C(=O)Nc2ccc(-c3nc4ncccc4o3)cc2)c1
  -22%, 10µM*, -6%[10.9 µM], ?
> O=C(c1ccc([N+](=O)[O-])cc1)N1CCN(c2ccc(Nc3ccccc3)nn2)CC1
  -14%, 6%, -5%[10.9 µM], ?
> COc1ccc(Oc2ncc3nc(-c4cccs4)c(=O)n(-c4ccccc4)c3n2)cc1
  2%, 5%, /, -1.1%[11.4 µM]
